Pf gamet viab = P. falciparum stage V gametocyte viability inhibition | 150,000 compounds, 0.065% hits | P. falciparum stage V gametocytes, ATP luminescence, 24 h | inhibition, % at 10.9 µM;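 active = inhibition above the mean plus 3 SD of compounds within the control limits, set per campaign, cut at about 38% in these data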;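 note: 0% = DMSO wells and 100% = medium only without gametocytes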
Rab2 wt GTP = changes GTP binding to wildtype dog Rab2A, up or down; P61105; GST-Rab2 wt beads, Bodipy-GTP binding, flow cytometry; GTP binding activity, % at 10 µM; 190,000 compounds, 0.19% hits; AID 760;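 active = GTP binding activity at least 20 points away from 100%, either lowered or raised; inconclusive = signal likely due to the compound's own green fluorescence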;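 note: 0% = beads with excess unlabeled GTP and 100% = no-compound control corrected for plate trend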
Rac1 mut GTP = modulators of GTP binding to human Rac1 activated mutant; P63000; 190,000 compounds, 0.11% hits; percent activity (GTP binding), % at 10 µM; GST-Rac1 activated beads, fluorescent GTP binding, flow cytometry; actives lie on both sides; 100% means binding = to untreated wells;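 active = GTP binding at least 20 percentage points away from the 100% baseline, in either direction, so actives lie on both sides; inconclusive = Compound likely fluorescent itself, or too few beads counted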
Rac1 wt modul = modulators of human Rac1 wildtype GTP binding | GST-Rac1 beads, fluorescent GTP binding, flow cytometry; actives lie on both sides; 0 = cold GTP competed, 100 = untreated | GTP binding activity (% of control), % at 10 µM | 190,000 compounds, 0.27% hits;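 active = GTP binding activity at least 20 points away from the 100% control level, either lower or higher; inconclusive = compound flagged as likely green fluorescent, judged across all proteins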
Cdc42 wt = changes GTP binding to wildtype human Cdc42 | 190,000 compounds, 0.2% hits | GST-Cdc42 beads, Bodipy-GTP binding, flow cytometry; actives lie on both sides | percent activity (GTP binding), % at 10 µM | P60953;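 active = percent activity GTP binding at least 20 points away from the 100% baseline, either down as inhibitor or up as activator; inconclusive = compound flagged as likely green fluorescent from well-wide comparison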;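 note: median bead fluorescence of bound Bodipy-FL-GTP at 100 nM; 0% = excess unlabeled GTP control and 100% = no compound control; below 100% means less GTP binding so inhibitor and above means activator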
Target sequence (P60953 whole entry, looked up): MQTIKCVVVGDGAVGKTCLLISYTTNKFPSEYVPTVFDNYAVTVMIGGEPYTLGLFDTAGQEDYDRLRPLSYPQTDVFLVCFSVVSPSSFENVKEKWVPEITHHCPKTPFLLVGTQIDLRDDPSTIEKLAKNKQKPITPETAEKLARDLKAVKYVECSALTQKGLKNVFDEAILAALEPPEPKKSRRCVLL
ABCB1 inh = human ABCB1 inhibition, ABCG2 as counter-screen. P08183. CCRF-Adr cells, JC-1 efflux, flow cytometry. inhibition, % at 6.6 µM. 190,000 compounds, 0.067% hits; in the data active = inhibition above about 40%;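 note: 0% = vehicle and 100% = reference inhibitor; higher value means more JC-1 retained so stronger ABCB1 efflux block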
Avidin fluor = compound fluoresces at 488/530 nm on avidin beads. compound fluorescence 488/530 nm, flow cytometry; stronger effect = higher value. fluorescence (KMESF) at 10 µM. 220,000 compounds, 0.38% hits; in the data active = fluorescence above about 47; note: inactives centre near 10
GSH fluor = compound fluoresces at 488/530 nm on GSH beads | GSH beads flow cytometry, compound fluorescence 488/530 nm; stronger effect = higher value | fluorescence (KMESF) at 10 µM | 190,000 compounds, 0.25% hits | AID 1776; in the data active = fluorescence above about 89;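 note: glutathione beads carrying GST-tagged Bcl family fusion proteins plus one bare bead set; values are compound well signal with DMSO vehicle wells as background; inactives centre near 16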
HRas wt GTP = changes GTP binding to wildtype human HRas; GST-Ras wt beads, Bodipy-FL-GTP binding, flow cytometry; actives lie on both sides; GTP binding activity, % at 10 µM; 190,000 compounds, 0.14% hits; AID 759;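 active = GTP binding activity at least 20% away from the 100% baseline, either lowered as inhibitor or raised as activator; inconclusive = flagged as likely green fluorescent, judged across all proteins in the well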;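 note: 0% = unlabeled GTP competition control and 100% = no-compound control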
Target sequence (P01112 whole entry, looked up): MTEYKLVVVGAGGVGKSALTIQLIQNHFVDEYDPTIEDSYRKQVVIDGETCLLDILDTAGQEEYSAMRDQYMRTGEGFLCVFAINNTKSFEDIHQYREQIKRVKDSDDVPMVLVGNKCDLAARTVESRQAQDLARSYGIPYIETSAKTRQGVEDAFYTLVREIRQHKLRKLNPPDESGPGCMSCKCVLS
ABCG2 inh = human ABCG2 inhibition, ABCB1 as counter-screen. IgMXP3 cells, JC-1 efflux, flow cytometry. inhibition, % at 6.6 µM. 190,000 compounds, 0.1% hits;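 active = inhibition above 80%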;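 note: 0% = DMSO and 100% = nicardipine control wells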
Target sequence (Q9UNQ0 whole entry, looked up): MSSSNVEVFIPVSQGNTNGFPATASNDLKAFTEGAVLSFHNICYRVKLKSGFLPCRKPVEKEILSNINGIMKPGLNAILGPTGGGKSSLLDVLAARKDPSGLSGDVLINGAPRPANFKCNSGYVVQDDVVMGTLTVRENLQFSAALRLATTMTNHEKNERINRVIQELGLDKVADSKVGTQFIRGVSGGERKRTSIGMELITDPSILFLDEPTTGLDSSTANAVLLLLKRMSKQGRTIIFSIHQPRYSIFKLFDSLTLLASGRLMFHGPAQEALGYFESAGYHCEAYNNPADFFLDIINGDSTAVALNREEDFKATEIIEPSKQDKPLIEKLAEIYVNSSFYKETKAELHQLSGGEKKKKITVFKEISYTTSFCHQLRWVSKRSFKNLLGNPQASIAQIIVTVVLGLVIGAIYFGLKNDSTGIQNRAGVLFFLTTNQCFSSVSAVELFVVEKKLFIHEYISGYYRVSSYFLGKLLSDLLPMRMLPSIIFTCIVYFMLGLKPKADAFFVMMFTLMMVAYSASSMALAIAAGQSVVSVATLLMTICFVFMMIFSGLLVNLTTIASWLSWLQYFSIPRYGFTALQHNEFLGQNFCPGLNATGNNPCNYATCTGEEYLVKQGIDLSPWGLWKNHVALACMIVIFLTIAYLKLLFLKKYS
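Measure – % inhibition of efflux relative to nicardipine and DMSO · Test system – ABCG2 IgMXP3 and barcoded ABCB1 CCRF-Adr cell mix · Control set – nicardipine as high control, DMSO as low control · Compound – one concentration, 6.6 µM final · Signal – flow cytometry of retained JC-1 fluorescence · Timing – 10 min exposure at 25 °C with rotation, no wash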
Rab7 wt modul = alters GTP binding to wildtype dog Rab7 | GST-Rab7 beads, fluorescent GTP binding, flow cytometry; actives lie on both sides; untreated = 100%, excess cold GTP = 0% | GTP binding activity (percent of control), % at 10 µM | 190,000 compounds, 0.055% hits;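 active = fluorescent GTP binding to Rab7 beads changed by at least 20 points from the 100% baseline, either direction, mostly lower; inconclusive = compound itself probably fluorescent, or too few beads counted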;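 note: median green fluorescence of bound Bodipy-FL-GTP per Rab7 bead population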
* marks the source's active call; other numbers are inactive results; u = inconclusive; x = not tested or not shown. An unsorted share of the library (roughly 1.1% active in at least one column).

SMILES	Pf gamet viab	Rab2 wt GTP	Rac1 mut GTP	Rac1 wt modul	Cdc42 wt	ABCB1 inh	Avidin fluor	GSH fluor	HRas wt GTP	ABCG2 inh	Rab7 wt modul
Cc1ccc(C)c(S(=O)(=O)NCc2cccnc2)c1	x	103	101	110	106	0.8	20	29	101	12	100
NC(=O)C(=O)N/N=C/c1c(F)c(F)c(F)c(F)c1F	15	96	97	102	94	-0.6	10	11	97	-2	101
COc1ccccc1NC(=O)c1ccc(NC(=O)COC(=O)CCC2CCCC2)cc1	x	u	u	u	u	1.2	7	19	u	5	u
O=C1COc2ccc(C(=O)CSc3nnc(Cc4cccs4)n3-c3ccc(Cl)cc3)cc2N1	x	101	99	101	102	0.6	34	12	102	4	100
COc1cccc(NC(=O)c2oc3ccccc3c2NC(=O)C(C)(C)C)c1	13	94	94	92	95	0.8	31	28	96	4	93
CCC(=O)Nc1nc(C)c(-c2csc(Nc3cccc(C(=O)O)c3)n2)s1	-15	95	90	93	93	0.1	10	23	94	-2	104
COc1cc(/C=C(\C#N)c2nc3ccccc3[nH]2)c([N+](=O)[O-])cc1OCc1ccccc1	x	100	97	98	98	0.0	10	24	101	0	101
NC(=O)c1noc(C(=O)N(CC(=O)NC2CCCC2)Cc2ccc3c(c2)OCO3)c1N	-5	102	100	105	100	0.6	5	15	101	6	96
COc1ccccc1NC(=O)c1ccc(NC(=O)COC(=O)CC(NC(=O)c2ccccc2Cl)c2ccccc2)cc1 (stereo not given)	-4	101	102	102	103	3.1	12	13	101	6	100
CCCCN(CC)CCCNC(=O)CC1Oc2ccccc2NC1=O (stereo not given)	x	102	100	102	105	-6.4	13	28	103	-4	98
O=C(NC1CCCCC1)C(c1ccc2ncccc2c1)N(Cc1ccc(F)cc1)C(=O)c1cccs1 (stereo not given)	x	97	97	100	95	12	8	17	99	9	99
COC(=O)c1[nH]c2cccc(OC)c2c1NC(=O)CCN1CCN(c2ccccc2OC)CC1	-14	100	99	103	103	0.1	7	19	100	1	103
Cc1ccc(NC(=O)COC(=O)c2ccc([N+](=O)[O-])o2)cc1S(=O)(=O)N1CCCCCC1	x	96	96	100	99	0.4	20	12	96	3	98
S=C(N/N=C/c1ccc(Cl)c(Cl)c1)Nc1ccccc1Cl	14	99	97	96	96	0.2	10	15	97	1	99
Cc1ccn2cc(CCNC(=O)CC3CCCCC3)nc2c1	-9	99	95	99	98	0.6	22	10	100	1	102
COc1ccc(CCN2C(=O)c3ccccc3C2(O)c2ncc[nH]2)cc1OC (stereo not given)	x	100	99	103	101	1.0	4	146*	101	1	104
C=CCSc1nc(C)cc(/C=C\c2ccccc2)c1C#N	x	97	98	101	99	-1.9	7	35	99	-2	99
CSc1ncccc1C(=O)NC(C)C1CC2CCC1C2 (stereo not given)	-7	96	97	99	95	0.6	11	17	98	1	101
CC(C)N(C(=O)COC(=O)c1cc(Cl)cc(Cl)c1N)C(C)C	2	98	99	99	99	0.1	4	40	101	2	99
COc1ccc(NS(=O)(=O)c2ccc(C)c(C(=O)O)c2)cc1	11	102	100	104	106	0.4	7	19	104	1	97

Entries listed so far shown as hits in GSH fluor.
| Structure | Rab2 wt GTP | Rac1 mut GTP | Rac1 wt modul | Cdc42 wt | Avidin fluor | GSH fluor | HRas wt GTP | Rab7 wt modul |
| --- | --- | --- | --- | --- | --- | --- | --- | --- |
| COc1ccc(CCN2C(=O)c3ccccc3C2(O)c2ncc[nH]2)cc1OC (stereo not given) | 100 | 99 | 103 | 101 | 4 | 146* | 101 | 104 |

Continued:
SMILES	Pf gamet viab	Rab2 wt GTP	Rac1 mut GTP	Rac1 wt modul	Cdc42 wt	ABCB1 inh	Avidin fluor	GSH fluor	HRas wt GTP	ABCG2 inh	Rab7 wt modul
CCS(=O)(=O)Nc1ccc(-c2nnc(SCC(=O)c3cccc(OC)c3)o2)cc1	x	97	99	105	102	-0.1	31	23	99	0	98
Cc1c(NC(=S)NC(=O)C(C)(C)C)c(=O)n(-c2ccccc2)n1C	1	100	99	106	99	0.8	1	8	99	0	100
O=C(Cn1nc(-c2ccccc2Cl)ccc1=O)Nc1ccc(Br)cc1	15	99	97	102	99	1.9	13	12	98	18	98
CCOc1ccc(C2NC(=O)c3n[nH]c(C)c32)cc1 (stereo not given)	x	99	101	105	101	0.3	11	20	101	0	100
COc1ccc(NC(=S)N2CCC(N(C)CC3CCCO3)CC2)cc1Cl (stereo not given)	1	102	102	100	105	-0.5	13	21	104	-3	100
O=C(COC(=O)c1cc2c(s1)CCC2)Nc1ccc(F)cc1	-1	96	98	99	99	-0.1	-1	10	98	0	103
C=CCc1cc(C)cc(C)c1OCCn1cncn1	x	98	99	100	100	0.5	5	13	100	3	96
O=[N+]([O-])c1ccc(-c2cc(-c3ccncc3)nc3ccc4ccccc4c23)cc1	16	98	102	101	101	1.4	26	25	97	64	100
COc1ccccc1C(=O)N(Cc1cccs1)C1CCS(=O)(=O)C1 (stereo not given)	15	98	98	101	100	0.2	5	53	99	0	96
CCc1ccc(/C=C2/Sc3ccccc3N(CC(=O)NCCCOC)C2=O)cc1	x	93	93	92	92	-0.1	22	56	92	1	96
O=C1C(Oc2ccccc2)C(c2ccc3c(c2)OCO3)N1CCc1ccc(F)cc1 (stereo not given)	0	99	99	100	95	1.0	10	14	100	3	99
O=C(OCCOCCN=C1NS(=O)(=O)c2ccccc21)c1ccncc1	x	100	100	102	101	1.3	12	28	101	9	99
O=C(NCc1ccccn1)Nc1ccc(Cl)c(Cl)c1	-4	99	100	105	101	0.9	38	22	101	70	101
c1ccc2c3c([nH]c2c1)C(C1CCCCC1)N(Cc1ncc[nH]1)CC3 (stereo not given)	-14	95	95	96	94	1.3	3	10	95	3	95
O=c1c2[nH]c3ccccc3c2ncn1CCN1CCCCC1	x	103	98	102	100	0.3	3	18	100	1	100
COC(=O)c1ccc2nc(NC(=O)COC(=O)CSc3nc(C)cc(C)n3)sc2c1	-9	96	94	95	97	0.2	14	10	96	1	98
CCc1nnc(NC(=O)CCC(=O)N2CCCC2)s1	x	97	95	98	96	0.4	16	15	96	0	99
COc1ccc(/C=C(/NC(=O)c2cccs2)C(=O)N2CCOCC2)cc1OC	x	101	100	103	105	0.1	26	11	101	6	100
Cc1c(/C=N\NC(=O)c2ccc([N+](=O)[O-])cc2)cnn1C	-7	100	101	105	97	1.6	2	8	102	23	102
Cc1nc2ccc(NC(=S)N3CCOCC3)cc2nc1C	-6	96	95	100	95	-0.8	10	8	96	5	103
O=C(CSc1nc2ccccc2c(=O)n1-c1ccc(Cl)cc1)N/N=C/C=C/c1ccccc1[N+](=O)[O-]	-12	102	100	104	105	0.7	10	14	101	2	100
CCOC(=O)c1ccccc1NC(=O)Cn1cnc2c(nnn2-c2ccc(C)cc2)c1=O	x	99	96	103	100	-1.5	7	18	97	-3	102
OCCC1CN(Cc2cnc(N3CCOCC3)s2)CCN1C1CCCC1 (stereo not given)	16	98	100	100	100	0.2	6	18	98	0	97
CC(C)OC(=O)CSc1nnc(Cc2ccccc2)n1CC1CCCO1 (stereo not given)	x	97	98	100	99	2.0	3	14	97	3	95
CCOC(=O)Cc1csc(NC(=O)CSc2nncn2C)n1	x	100	99	103	99	1.1	5	63	102	11	97
COc1ccccc1C(=O)Nc1nnc(-c2ccc(F)cc2)o1	x	100	97	103	100	0.1	7	13	100	1	101
Cc1ccc2cc(C#N)c(SCC(=O)NCc3ccco3)nc2c1	-5	103	101	106	107	0.1	7	16	101	8	100
CCOc1ccc(C2=Nn3c(nnc3-c3ccco3)SC2)cc1	5	76*	84	82	77*	1.0	37	7	77*	5	89
CC(C)CC(=O)Nc1ccccc1N1CCN(c2ccc(F)cc2)CC1	x	98	96	99	98	1.0	7	7	99	22	95
COc1cc(NC(=O)COC(=O)CNC(=O)c2ccc(C)s2)cc(OC)c1	-15	99	98	99	97	0.8	9	17	99	3	103
O=C1C2C3C=CC(C3)C2C(=O)N1CCCCCCN1C(=O)C2C3C=CC(C3)C2C1=O (stereo not given)	8	96	98	98	97	1.1	11	11	97	3	97
Cc1ccc(NC(=O)CCNC(=O)c2ccc([N+](=O)[O-])cc2)cc1S(=O)(=O)N(C)C	0	98	97	100	97	2.2	12	12	98	20	105
Cc1ccc(S(=O)(=O)N2CCCCC2)cc1NC(=O)COc1ccccc1F	25	97	100	101	100	0.4	13	11	97	2	96
COc1cc(C2NC(=O)NC(C)=C2C(=O)Nc2cccc(C)c2C)cc(OC)c1OC (stereo not given)	x	97	99	104	102	1.1	31	24	99	41	101
Cc1cc(NCCN2CCOCC2)n2nc(C)c(-c3ccccc3)c2n1	-5	100	100	104	102	0.2	16	21	100	2	98
Cc1cc(C(=O)CSc2nc(N)cc(=O)[nH]2)c(C)n1-c1cccc(F)c1	-1	96	101	102	101	6.8	22	11	98	42	97
O=C(CN(CC1CCCO1)C(=O)CNS(=O)(=O)c1ccc(Cl)cc1)NCC1CCCO1 (stereo not given)	x	92	91	95	93	-0.2	6	20	92	-2	94

A second format for part of the listing above:
| Molecule | Pf gamet viab | Rab2 wt GTP | Rac1 mut GTP | Rac1 wt modul | Cdc42 wt | ABCB1 inh | Avidin fluor | GSH fluor | HRas wt GTP | ABCG2 inh | Rab7 wt modul |
| --- | --- | --- | --- | --- | --- | --- | --- | --- | --- | --- | --- |
| COc1cc(C2NC(=O)NC(C)=C2C(=O)Nc2cccc(C)c2C)cc(OC)c1OC (stereo not given) | x | 97 | 99 | 104 | 102 | 1.1 | 31 | 24 | 99 | 41 | 101 |
| O=C(CSc1nc2ccccc2c(=O)n1-c1ccc(Cl)cc1)N/N=C/C=C/c1ccccc1[N+](=O)[O-] | -12 | 102 | 100 | 104 | 105 | 0.7 | 10 | 14 | 101 | 2 | 100 |
| COc1cc(NC(=O)COC(=O)CNC(=O)c2ccc(C)s2)cc(OC)c1 | -15 | 99 | 98 | 99 | 97 | 0.8 | 9 | 17 | 99 | 3 | 103 |
| Cc1cc(C(=O)CSc2nc(N)cc(=O)[nH]2)c(C)n1-c1cccc(F)c1 | -1 | 96 | 101 | 102 | 101 | 6.8 | 22 | 11 | 98 | 42 | 97 |
| COc1ccccc1C(=O)Nc1nnc(-c2ccc(F)cc2)o1 | x | 100 | 97 | 103 | 100 | 0.1 | 7 | 13 | 100 | 1 | 101 |
| Cc1ccc(NC(=O)CCNC(=O)c2ccc([N+](=O)[O-])cc2)cc1S(=O)(=O)N(C)C | 0 | 98 | 97 | 100 | 97 | 2.2 | 12 | 12 | 98 | 20 | 105 |
| Cc1cc(NCCN2CCOCC2)n2nc(C)c(-c3ccccc3)c2n1 | -5 | 100 | 100 | 104 | 102 | 0.2 | 16 | 21 | 100 | 2 | 98 |

Source: PubChem BioAssay (several laboratories)
